PI5P4Ka inh: qHTS for Inhibitors of phosphatidylinositol 5-phosphate 4-kinase (PI5P4K). Phosphatidylinositol 5-phosphate 4-kinase type-2 alpha (Homo sapiens), P48426. PI5P4Kalpha enzyme, ADP-Glo luminescence, 60 min; active compounds read low. max response, %. 330,000 tested, 1.2% active; active = max response of -50% or lower; inconclusive = between -30% and -50%; inactive = -30% or higher; also: value at the top dose of about 77 µM; % is scaled to controls: 0 for no effect and ±100 for the full control effect
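Single end-point luminescence (ADP-Glo) quantified ADP from PI5P4Kalpha turnover; ATP 5 microM final, 1 h at RT, 0.1% CHAPS and 0.28 mM EGTA in HEPES pH 7.4.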
WRN helicase inh: qHTS for Inhibitors of WRN Helicase | 360,000 tested, 0.46% active | Potency, µM (titrated, usually from 114 µM), without a hit: at the highest dose activity change, negative = inhibition, hits mostly inhibitors | AID 651768, 2012 | Bifunctional 3'-5' exonuclease/ATP-dependent helicase WRN (Homo sapiens), Q14191 | WRN helicase unwinding, fluorescent forked duplex, kinetic; also: potency is read from the fitted curve at half-maximal effect; % is scaled to controls: 0 for no effect and ±100 for the full control effect; nearly all actives have a fitted effect of over 55% in size
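Fluorescence dequenching readout, ex 525 nm/em 598 nm, kinetic mode: forked duplex DNA (100 nM final) with adjacent fluorophore and quencher unwound by WRN (20 nM final) with 2 mM ATP. Compound preincubation 15 min, room temperature.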
EPAC1 ag: qHTS for Agonist of cAMP-regulated guanine nucleotide exchange factor 3 (EPAC1): primary screen; EPAC1 agonist qHTS, biochemical assay; response scale: 100% = response to 6.5 mM cAMP; Potency, µM (series often up to 154 µM), for the others: at the top dose activation, most hits filed as activators; 360,000 tested, 0.073% active; AID 720707, 2013; also: potency is read from the fitted curve at half-maximal effect; nearly all actives have a fitted effect of over 60% in size
Target sequence (O95398 whole entry, looked up): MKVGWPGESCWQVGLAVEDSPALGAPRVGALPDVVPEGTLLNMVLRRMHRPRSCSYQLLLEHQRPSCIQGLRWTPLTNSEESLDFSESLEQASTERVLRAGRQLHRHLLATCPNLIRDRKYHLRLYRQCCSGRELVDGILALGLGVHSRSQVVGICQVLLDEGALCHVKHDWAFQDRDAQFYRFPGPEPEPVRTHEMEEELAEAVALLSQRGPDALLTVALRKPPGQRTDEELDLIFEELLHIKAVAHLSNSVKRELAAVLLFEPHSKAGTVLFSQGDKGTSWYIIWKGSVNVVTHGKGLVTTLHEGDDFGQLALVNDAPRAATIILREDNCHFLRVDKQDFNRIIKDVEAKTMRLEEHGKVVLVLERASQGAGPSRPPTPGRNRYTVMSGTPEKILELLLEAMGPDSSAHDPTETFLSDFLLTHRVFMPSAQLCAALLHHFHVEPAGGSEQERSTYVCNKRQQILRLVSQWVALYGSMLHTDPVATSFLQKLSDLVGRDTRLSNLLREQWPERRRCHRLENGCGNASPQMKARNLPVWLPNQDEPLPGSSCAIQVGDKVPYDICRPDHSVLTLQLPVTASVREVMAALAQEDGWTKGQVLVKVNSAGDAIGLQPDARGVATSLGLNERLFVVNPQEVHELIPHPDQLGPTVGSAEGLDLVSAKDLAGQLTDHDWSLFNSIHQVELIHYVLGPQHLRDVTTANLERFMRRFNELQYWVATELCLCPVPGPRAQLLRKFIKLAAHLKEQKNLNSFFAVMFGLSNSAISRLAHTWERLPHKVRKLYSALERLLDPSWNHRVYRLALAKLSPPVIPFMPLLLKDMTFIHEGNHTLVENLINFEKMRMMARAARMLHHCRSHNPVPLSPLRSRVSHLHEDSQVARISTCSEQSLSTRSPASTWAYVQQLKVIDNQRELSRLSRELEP
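EPAC1 100 nM, Rap1B–BODIPY-GDP 250 nM, unlabeled GDP 50 uM; compound titration; 5 min RT; kinetic read ex480/em540 at 5-min intervals ×30 min; data normalized to 6.5 mM cAMP agonist control.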
EPAC2 ag: qHTS for Agonist of cAMP-regulated guanine nucleotide exchange factor 4 (EPAC2): primary screen. EPAC2 activation, biochemical qHTS; response scale: 100% = 6.5 mM cAMP response. Rap guanine nucleotide exchange factor 4 (Homo sapiens), Q8WZA2. Potency, µM (top dose mostly 154 µM), for the others: top-dose activation, usual class: activators. 360,000 tested, 0.079% active; also: potency is read from the fitted curve at half-maximal effect; nearly all actives have a fitted effect of over 50% in size
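In this primary screen, activation is scored as increased exchange of BODIPY-GDP from Rap1B by 100 nM EPAC2, with 50 uM GDP as competitor. Signal is normalized to the 6.5 mM cAMP agonist control.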
EPAC1 antag: qHTS for Antagonist of cAMP-regulated guanine nucleotide exchange factor 3 (EPAC1): primary screen; EPAC1 GEF assay, Rap1b-BODIPY-GDP exchange fluorescence; Potency, µM (highest dose often 115 µM), without a hit: at the highest dose activity change, negative = inhibition, actives largely listed as inhibitors; 360,000 tested, 0.14% active;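 also: potency is read from the fitted curve at half-maximal effect; plate controls were vehicle for no effect and positive control for full effect; nearly all actives have a fitted effect of over 50% in size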
CCT chaperon mod: High-Throughput Screening for Modulators of Cytosolic Chaperonin Activity; purified chaperonin ATPase assay, HTRF ADP detection, 30 min; activity change, % (concentration not given with the values), hits read low; 360,000 tested, 0.3% active; AID 651819, 2012; in the data active = activity change below about -30%; also: % is scaled to controls: 0 for no effect and ±100 for the full control effect
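ATPase activity: ADP formed was measured by HTRF Transcreener (665/615 nm ratio) after 30 min at 37 deg C with 10 uM ATP. Compounds screened at one 76 uM concentration against 40 or 20 nM TRiC in Tris pH 7.4/KCl/MgCl2/DTT buffer.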
PLK1 PBD inh: qHTS for Inhibitors of PLK1-PDB (polo-like kinase 1 - polo-box domain): Primary Screen | Serine/threonine-protein kinase PLK1 (Homo sapiens), P53350 | Plk1 PBD binding of FITC phosphopeptide, fluorescence polarization | Potency, µM, without a hit: max response, negative = inhibition, most hits filed as inhibitors | 360,000 tested, 2.8% active | AID 720504, 2013; also: potency is read from the fitted curve at half-maximal effect; series mostly up to about 57 µM; % is scaled to controls: 0 for no effect and ±100 for the full control effect; nearly all actives have a fitted effect of over 65% in size
IL-2 act: qHTS of IL-2 Activators; activation, % (series mostly up to about 46 µM); IL-2 activation reporter assay, cell-based qHTS; stimulated with anti-CD3/CD4/CD28 beads; in transgenic mouse T cells; 360,000 tested, 0.065% active; in the data active = activation above about 50%; inconclusive = mostly about 30% to 49%; also: 0% is about no effect
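EGFP and DsRed fluorescence is measured by plate cytometry in unstimulated transgenic mouse T cells exposed to compound for 60 minutes, then stimulated 18 hours at 37 degrees C with anti-CD3/anti-CD4 beads plus anti-CD28.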
* marks the source's active call; other numbers are inactive results; ? = inconclusive; / = not tested or not shown; [ ] = remark or other dose. Unless noted, calls follow the shape of the dose curve; as a rule, active = well fitted curve in the direction sought with a large enough effect; inconclusive = small, poorly fitted or top-dose-only effect, or another doubt; inactive = no such curve, though single readings can be large; an effect the other way counts as inactive or inconclusive. Some of the compounds tested; count on the stated rates, not on these rows.

molecule	EPAC1 ag	WRN helicase inh	PI5P4Ka inh	EPAC1 antag	PLK1 PBD inh	EPAC2 ag	IL-2 act	CCT chaperon mod
C#CCCCCCCC#CCN(C)C	7%	-9%	10	-3%	-12%	2%	0.3	1.3
COc1ccc2[nH]c3ccc(OC)cc3c2c1	1%	-8%	-1	1%	-2%	9%	-2.2	1.4
Cc1cnc(NC(=O)CSc2nnc(-c3ccccc3)o2)s1	5%	-5%	1	3%	2%	0%	1.4	0.6
COC(=O)c1sc(NC(=S)NC(=O)c2cc(OC)c(OC)c(OC)c2)nc1C	5%	-8%	1	-8%	0%	9%	-0.2	-2.0
CCN1CCCC1CNC(=O)c1cc2cc(F)ccc2[nH]1 (configuration not stated)	19%	3%	1	-15%	-7%	5%	-0.6	0.4
CC1(C)CC(=O)C(C=NC(CCC(N)=O)C(=O)O)=C(O)C1 (configuration not stated)	1%	1%	/	7%	-1%	6%	-2.2	-1.2
Cc1ccc(-c2csc(NC(=O)c3ccc4c(=O)n5c(nc4c3)CCCCC5)n2)cc1	3%	-13%	1	-22%	0%	14%	1.3	-0.4
COc1ccc(C(=O)N/N=C/c2c(C)[nH]c(=O)[nH]c2=O)cc1	10%	-7%	1	1%	0%	2%	0.9	-0.5
Nc1nc(N)nc(-c2cc(O)ccc2O)n1	1%	-14%	?	-5%	-6%	7%	-0.5	2.3
COc1ccccc1-c1ccc(SCc2cccc(F)c2)nn1	13%	-7%	2	4%	-11%	17%	-0.8	-0.5
Cc1nnc(NC(=O)CSc2nnc(CNC(=O)c3ccc(S(=O)(=O)N(C)C)cc3)o2)s1	-3%	-13%	-3	9%	-1%	-3%	0.6	-1.9
CCN(c1ccc(NC(=O)c2ccc(Cl)nc2)cc1)C(C)C	2%	1%	0	15%	-3%	10%	0.2	1.9
Cc1c(Cl)cccc1NC(=O)CNC(=O)C1CCN(C(=O)Nc2ccccc2)CC1	-9%	7%	0	11%	0%	4%	0.2	1.1
Cc1ccc(-c2c(C)sc(=NC(=O)c3ccco3)n2C)cc1	-3%	2%	/	16%	-6%	-7%	-3.2	-4.0
O=C(CN1CCCCC1)Nc1cccc(Cl)c1Cl	5%	-6%	3	-13%	0%	1%	-4.1	-3.8
CSc1cccc(NS(=O)(=O)c2ccc(-c3coc(C)n3)cc2)c1	-5%	-12%	3	-10%	-14%	12%	-1.3	0.0
CCOc1ccc(C2C(C#N)=C(N)N(c3sc4c(c3C#N)CCCC4)C3=C2C(=O)CCC3)cc1 (configuration not stated)	-2%	-15%	-6	-5%	0%	3%	1.2	0.2
CN(C)S(=O)(=O)c1cccc(NC(=O)COC(=O)c2ccc(Br)o2)c1	6%	1%	2	8%	-1%	4%	18	-1.3
COc1cc(OC)cc(C(=O)NCCC(=O)NCCc2ccc(OC)c(OC)c2)c1	3%	-1%	5	1%	-7%	-1%	2.4	-0.6
COC(=O)Cn1cc(C(=O)c2cccs2)c2ccccc21	-11%	-4%	-4	3%	2%	-16%	-1.8	1.7
Cc1cc(C)c2c(-n3cccc3)nn(CC#N)c2n1	0%	-1%	0	0%	-9%	6%	2.0	-2.6
Cc1cccc(C)c1NC(=O)C(c1ccccc1)N(C)CCc1ccccc1 (configuration not stated)	-5%	-2%	-3	-9%	0%	4%	-0.8	-0.6
O=C(O)Cn1nc(C(F)(F)F)c2c1CCC2	18%	-11%	/	-1%	-3%	6%	-3.1	0.5
CC(C)c1cccc(C(C)C)c1NC(=O)CN1CCCC1	1%	-2%	4	18%	-4%	3%	0.6	2.7
CCCC(=O)Nn1cnc2c(c1=O)C1(CCCC1)Cc1ccccc1-2	2%	-10%	2	-12%	-2%	0%	-0.2	-0.3
Cc1noc(C(=O)N2CCN(c3ccccc3)CC2)c1Cl	-8%	-4%	8	2%	0%	-1%	-0.7	0.7
C=CCn1c(C)nnc1SCC(=O)c1c(N)n(C2CC2)c(=O)[nH]c1=O	4%	-3%	-3	14%	-6%	6%	0.8	-4.7
Cc1ccc2c(c1)C1C[N+](C)(CC(=O)c3ccccc3)CCC1N2C(=O)c1ccccc1Cl (configuration not stated)	-1%	-4%	8	-4%	-8%	8%	0.9	4.1
COc1ccc(OC)c(C2C(C(=O)O)c3ccccc3C(=O)N2C)c1 (configuration not stated)	0%	3%[57.1 µM]	4	-3%	-2%	3%	-1.5	-1.1

Bioassay records deposited in PubChem by National Center for Advancing Translational Sciences (NCATS).
